Source: PubChem BioAssay (several laboratories)
IEC-6 cytotox – IEC-6 cytotoxicity, counter-screen for KLF5 inhibitors; luminescence viability; AID 1825; inhibition, % at 5 µM; actives 0.78% (n = 290,000); in the data active = inhibition above about 22%;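 also: 0% = plate median of test compound wells and 100% = cytotoxic reference compound wells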
HSF1 inhib – HSF1 inhibition; NIH3T3-HGL HSE-luciferase, MG132-induced, luminescence 8 h; stronger effect = lower value; activity change, negative = inhibition, % at 7.5 µM (by protocol); actives 0.77% (n = 300,000); AID 2098;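 active = more than half of replicate wells show activity change below -50%, luminescence cut by over half; inconclusive = some wells, but at most half, below -50%; inactive = no replicate well below -50%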;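 also: luciferase reports HSF-1 transcriptional activity via heat shock element; 0% = median of DMSO wells and -100% = zero luminescence signal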
KLF5 inh – inhibitors of KLF5 expression | DLD-1 KLF5 promoter-luciferase reporter, luminescence | inhibition, % at 5 µM | actives 0.23% (n = 290,000) | AID 1700;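 active = inhibition above a per-plate limit of that plate's mean compound inhibition plus 3 SD, cut at about 60% in these data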;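 also: 0% = DMSO wells and 100% = LY294002 at 200 µM; higher means less KLF5 promoter-driven luciferase light; inactives centre near -14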
aSyn 5UTR inh – 5' untranslated region of α-synuclein, MLPCN primary screen; alpha-synuclein 5'UTR reporter, inhibitor activity; inhibition, % (tested at 7.5 µM); actives 0.82% (n = 300,000); in the data active = inhibition above about 60%; inconclusive = no clear call, values can overlap the other calls;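 also: H4 neuroglioblastoma cells stably carrying SNCA 5'UTR luciferase fusion; 0% = DMSO wells and 100% = positive control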
HSF1 activator – increases HSF-1 driven luciferase reporter signal; activation, % at 9 µM; NIH3T3-HGL HSF-1 luciferase reporter, MG132, 8 h; 100% = twice DMSO control signal; actives 1.7% (n = 300,000);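 active = mean replicate activation of at least 50% with a set share of replicates each reaching 50%; inconclusive = only one of those two conditions met; inactive = mean below 50% and too few replicates reaching it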;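 also: 0% = median of the neutral control wells and 100% = twice that signal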
HSP90 inh – blocks HSP90-mediated luciferase refolding in reticulocyte lysate. Rabbit reticulocyte lysate, luciferase refolding luminescence, 3 h. inhibition, % at 5.6 µM. actives 0.91% (n = 290,000). AID 1789;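 active = inhibition above the screen-wide mean plus 3 SD, computed separately per campaign, cut at about 16% in these data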;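 also: 0% = DMSO wells and 100% = 60 µM geldanamycin wells; inhibitors lower the luminescence because luciferase stays unfolded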
GSK3beta inhib – inhibitors of human GSK3beta kinase. P49841. GST-GSK3beta kinase, ADP-Glo luminescence, 60 min; stronger effect = lower value. activity score (negative = inhibition), % at 10 µM. actives 0.038% (n = 300,000). AID 2097;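 active = more than half of replicate wells score below -50%, meaning over 50% inhibition versus plate controls; inconclusive = some replicates but at most half score below -50%; inactive = no replicate scores below -50%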;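 also: 0% = median DMSO wells and -100% = median GW8510 positive control wells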
Target sequence (P49841 whole entry, looked up): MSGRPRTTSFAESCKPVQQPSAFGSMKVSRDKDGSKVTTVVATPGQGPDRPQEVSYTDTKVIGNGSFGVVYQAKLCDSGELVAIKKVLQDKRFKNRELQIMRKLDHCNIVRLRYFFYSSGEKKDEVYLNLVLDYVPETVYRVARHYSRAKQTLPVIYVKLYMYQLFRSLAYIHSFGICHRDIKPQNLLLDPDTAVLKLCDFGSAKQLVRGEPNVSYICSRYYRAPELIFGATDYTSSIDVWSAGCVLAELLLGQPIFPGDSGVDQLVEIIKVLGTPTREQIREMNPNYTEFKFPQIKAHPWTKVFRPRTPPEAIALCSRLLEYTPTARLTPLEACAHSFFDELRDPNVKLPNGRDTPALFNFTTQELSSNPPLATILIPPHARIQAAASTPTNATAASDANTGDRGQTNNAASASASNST
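Test system: GST-tagged human GSK3beta kinase, cell-free; evaluation: activity score scaled between in-plate DMSO and GW8510 controls; measured by: ADP-Glo luminescence; incubation: 60 min reaction, RT; benchmarks: DMSO and 20 µM GW8510; reagent: peptide substrate plus 25 µM ATP (final); medium: Tris/MgCl2 kinase buffer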
Dyrk1A ADPGlo – Dyrk1A (rat) kinase inhibition. Q63470. ADP-Glo luminescence, NFATc1 peptide. inhibition, % at 12.5 µM. actives 0.43% (n = 310,000); in the data active = inhibition above about 50%;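 also: plate controls were vehicle with enzyme for no effect and no enzyme for full effect; many of its hits are not listed in these tables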
Platelet DG rel – platelet dense granule release activity. human platelet-rich plasma, SFLLRN dense granule ATP release, luminescence. inhibition, %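 (compounds screened at 7.5 µM in platelet-rich plasma)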. actives 0.22% (n = 300,000). AID 1663;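 active = mean replicate score, as percent of positive control, at or above 50; inconclusive = mean below 50 but at least one replicate at or above 50; inactive = mean and every replicate below 50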
GSK3 alpha inh – inhibitors of human GSK-3 alpha kinase. actives 0.1% (n = 320,000). ADP-Glo luminescence, 60 min. AID 2650. P49840. inhibition, % at 10 µM;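 in the data active = inhibition above about 50%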;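 also: GST-tagged GSK-3 alpha with peptide substrate and 25 µM ATP; 0% = DMSO neutral wells and 100% = GW8510 positive control wells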
Target sequence (P49840 whole entry, looked up): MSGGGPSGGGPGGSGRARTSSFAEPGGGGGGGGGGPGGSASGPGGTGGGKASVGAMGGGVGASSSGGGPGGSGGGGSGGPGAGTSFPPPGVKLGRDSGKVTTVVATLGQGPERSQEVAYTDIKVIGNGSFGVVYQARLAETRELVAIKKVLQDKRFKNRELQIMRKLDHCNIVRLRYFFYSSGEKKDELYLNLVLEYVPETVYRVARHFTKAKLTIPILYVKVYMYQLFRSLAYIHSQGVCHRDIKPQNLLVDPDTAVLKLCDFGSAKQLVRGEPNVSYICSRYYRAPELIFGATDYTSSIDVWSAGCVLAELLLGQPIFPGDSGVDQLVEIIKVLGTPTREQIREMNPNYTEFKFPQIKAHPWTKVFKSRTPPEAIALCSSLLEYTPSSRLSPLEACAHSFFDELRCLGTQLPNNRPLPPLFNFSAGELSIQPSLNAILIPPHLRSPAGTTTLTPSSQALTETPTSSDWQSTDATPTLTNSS
The depositor's hits bear a star; ? = inconclusive; . = not tested or not shown. Not all compounds are listed; the hit share may differ from the screen's.

SMILES	IEC-6 cytotox	HSF1 inhib	KLF5 inh	aSyn 5UTR inh	HSF1 activator	HSP90 inh	GSK3beta inhib	Dyrk1A ADPGlo	Platelet DG rel	GSK3 alpha inh
S=C(NCc1ccccn1)Nc1ccc(Cl)cc1	4	11	-19	-20	7	6	0	0	-31	0
CN(C)c1ccc(/C=N/NC(=O)C(=O)/C=C2\NC3(CCCC3)Cc3ccccc32)cc1	-8	-6	-10	36	-13	2	0	3	-8	1
Cc1ccc(S(=O)(=O)NC(CC(C)C)C(=O)N2CCOCCOCCOCC2)cc1 (stereo not drawn)	0	4	-18	12	3	2	0	-5	-2	-2
Cc1nn(C)cc1C(C(=O)NC1CCCCC1)N(CCc1ccccc1)C(=O)c1cnccn1 (stereo not drawn)	-9	-4	-20	-12	-21	1	2	.	-8	-2
COc1cccc(CC(=O)NC2CCCN(Cc3ccccc3F)C2)c1 (stereo not drawn)	-1	0	-45	-3	-1	2	2	-1	.	0
CC(C)(C)OC(=O)N1CCC(C(=O)NCC2CCCO2)CC1 (stereo not drawn)	5	4	-11	18	22	1	-6	3	-3	-3
Cc1ccc(C2N(C)c3ccccc3-c3nc4ccccc4n32)o1 (stereo not drawn)	-2	15	-5	23	31	4	-1	5	2	.
Nc1c(-c2ccccc2)c(CSc2nc3ccccc3[nH]2)nn1-c1cccc(C(=O)O)c1	-2	-3	-44	-9	-9	2	1	-1	-1	-4
N[C@@H](Cc1cc(I)c(O)c(I)c1)C(=O)O	-1	2	-10	12	0	0	-3	8	-4	-1
COc1ccc(NC(=O)C2CCN(S(=O)(=O)c3ccc(C)cc3)CC2)cc1OC	1	-7	-18	22	10	2	2	4	-6	-1
Nc1ncnc2nc(SCC(=O)N3CCN(c4ccccc4)CC3)[nH]c12	-4	0	-7	-11	10	-1	3	21	-9	-1
O=C1C2C3C=CC(C4CC34)C2C(=O)N1/N=C/c1cccs1 (stereo not drawn)	-5	-3	-8	-39	7	0	6	-3	-5	-4
O=C(NCc1ccccc1Cl)C1CCCN(c2nc3ccsc3c(=O)s2)C1 (stereo not drawn)	-1	-1	-2	18	-8	0	3	.	10	-2
CN1CCN(C(=O)c2ccccc2[N+](=O)[O-])CC1	1	0	-35	-1	-10	4	-3	11	-2	-3
COc1ccc(C)cc1-n1[nH]nnc1=S	0	-3	-28	12	6	-5	2	-1	6	-2
CCOC(=O)c1ccc(N2C(=O)CC(Nc3ccc(O)cc3)C2=O)cc1 (stereo not drawn)	-5	16	1	0	3	-6	3	-2	-1	1
O=C(OCC(=O)N1CCN(c2ccccc2)CC1)c1ccccn1	-1	17	0	-33	7	-4	-5	0	-1	3
O=C(O)CCC(NS(=O)(=O)c1ccc(N2CCCC2=O)cc1)C(=O)O (stereo not drawn)	-8	-4	-5	22	15	5	-2	.	21	-6
CCC(=O)NNc1cccc(Cl)n1	-8	3	-23	6	-16	3	-1	2	-24	4
CCN1CCN(c2ccc(S(=O)(=O)N3CCOCC3)cc2NC(=O)c2ccccc2OC(F)F)CC1	.	1	.	-24	3	.	0	17	3	3

Results in GSK3 alpha inh and KLF5 inh, for some of the entries so far:
| structure | GSK3 alpha inh | KLF5 inh |
| --- | --- | --- |
| CN1CCN(C(=O)c2ccccc2[N+](=O)[O-])CC1 | -3 | -35 |
| S=C(NCc1ccccn1)Nc1ccc(Cl)cc1 | 0 | -19 |

Later entries:
SMILES	IEC-6 cytotox	HSF1 inhib	KLF5 inh	aSyn 5UTR inh	HSF1 activator	HSP90 inh	GSK3beta inhib	Dyrk1A ADPGlo	Platelet DG rel	GSK3 alpha inh
CC1(C)CC(=O)c2cc(C(=O)Nn3cnnc3)c(=O)n(-c3ccccc3)c2C1	6	0	-22	-8	-3	2	1	12	5	-1
CCCn1c(C(O)c2cccc(OC)c2)nc2ccccc21 (stereo not drawn)	3	-2	-6	9	30	11	-2	1	-3	.
CC(C)(C)NC(=O)NC(=O)COC(=O)C1=COCCO1	1	-3	-43	1	-3	1	1	1	1	0
CCOC(=O)CSc1nnc(-c2ccncc2)o1	-6	-9	-16	-16	1	-1	2	.	-3	5
CN(C)c1ccc(/C=N/NC(=O)c2ccc3nc[nH]c3c2)cc1	4	-2	9	-12	13	4	0	.	4	-10
Brc1ccc(-c2cn3nc4c(nc3n2)CCCC4)cc1	8	14	-103	93*	17	1	3	-1	-1	2
CCn1nc(NC(=O)COC)c2cc3cc(C)ccc3nc21	-4	-27	-49	-46	-42	-5	0	-2	-6	-2
CCOC(=O)Cn1c(=O)oc2cc(S(=O)(=O)N3CCN(C(=O)OCC)CC3)ccc21	-6	15	-25	-18	-7	5	1	2	-12	-1
COc1ccc(C2CC(c3ccccc3)=NN2C(=O)COC(=O)C2CC2)cc1 (stereo not drawn)	-4	10	1	-25	27	-1	0	0	-5	-5
CCN(CC)CCn1c(=N)n(CCOc2ccccc2)c2ccccc21	21	-1	-38	-93	30	-2	0	.	-11	5
Cc1cccc(-c2noc(-c3ccccc3C(=O)NCc3ccco3)n2)c1	4	29	-98	-62	64*	2	2	.	18	-1
O=C1CCc2cc(S(=O)(=O)N3CCN(C(=O)c4ccco4)CC3)ccc2N1	1	-1	5	24	-11	-4	-10	1	-7	.
Cc1c(C(=O)O)cccc1-c1ccc(C=O)o1	0	2	-84	-80	1	8	-2	0	9	0
Clc1ccc(-c2nc(N3CCCCC3)nc3ccccc23)cc1	-6	-7	-13	13	-21	-1	.	-3	2	-1
COCCn1nnnc1C(c1ccc(O)c(OC)c1)N1CCc2ccccc2C1 (stereo not drawn)	4	-4	6	10	-3	-1	-1	1	-1	-2
O=C(OCc1nc2ccccc2[n+]([O-])c1C(=O)c1ccccc1)c1cccs1	6	1	-7	14	-5	2	-1	-4	8	0
N/C(=N\OC(=O)C1CCCCC1)c1cccc([N+](=O)[O-])c1	4	-2	-20	6	-2	-3	1	1	24	0
Cc1ccc(CC2CC(=O)N(CCc3ccc4c(c3)OCO4)C2=O)cc1 (stereo not drawn)	-6	-8	-4	-5	16	-2	1	-8	-6	-4
O=C(CSc1nn(-c2ccc(F)cc2)c(=S)s1)N1CCN(C(=O)c2ccco2)CC1	-4	36	-29	-10	?	-1	-3	2	11	.
CC1=C(C(=O)OCC2CCCO2)C(c2ccc(C)cc2)C2=C(CCCC2=O)N1 (stereo not drawn)	-6	-4	-2	4	-10	0	-1	.	0	-6
CCOc1ccc(N(CC(=O)Nc2cccnc2)S(=O)(=O)c2ccc(C)cc2)cc1	.	1	.	-8	-1	.	-1	2	-1	1
CCc1c(C2(O)CCCCC2)[nH]c2ccc(C#N)cc12	.	-1	.	-2	-13	.	0	-1	-1	6
CCCCNC(=O)c1ccc2c(c1)N(CC)C(=O)CS2	4	6	-3	25	0	0	-2	9	1	0
CCCc1ncc(CN2CCCC(C(=O)Nc3ccc(-c4cccc(OC)c4)cc3)C2)cn1 (stereo not drawn)	7	-4	-9	0	12	2	1	2	-11	0
Nc1cc(N)c(OCC(F)(F)F)cc1OCC(F)(F)F	-8	2	-3	-9	7	-1	1	7	7	1
CCc1c(C)nc(N)nc1Cl	2	-6	-12	-32	2	-1	3	-8	2	-2
N#C/C(=C\c1cccnc1)c1ccc(Br)cc1	-2	-6	-13	-42	10	2	3	-4	9	0
O=C(CCNC(=O)c1ccccc1Cl)Nc1ccc(Cl)c(C(F)(F)F)c1	0	-2	-23	-19	1	2	-2	-1	-8	0
O=C(Nc1ccc(N2CCOCC2)cc1)C1CCN(C(=O)OCc2ccccc2)CC1	-5	-2	-40	-14	-7	-5	10	0	-6	-4
CCn1cc(C(=O)O)c(=O)c2cnc(N3CCN(C(=S)NC(=O)c4ccc(Br)cc4)CC3)nc21	-4	2	-30	9	1	0	-2	.	-1	-4
CC(C)NC(=O)C(=O)c1cn(C)c2ccccc12	1	-5	-28	-4	2	-1	2	-1	26	-3
COC(=O)C1CN(S(=O)(=O)c2ccccc2)CCN1S(=O)(=O)c1ccccc1 (stereo not drawn)	7	-10	-6	-10	14	5	1	-7	-1	3
C/C(=N\NC(=O)c1ccc(N/N=C(\C)c2ccc(O)cc2)cc1)c1ccc(O)cc1	1	8	-14	-59	31	27*	-2	-6	1	-5
COCCCn1c(C)nnc1-c1cnn(-c2ccccc2)c1N	2	-4	-15	9	-2	0	5	-8	2	-4
COc1ccc(C23CC4CC(CC(C(=O)O)(C4)C2)C3)c(F)c1	-2	-2	8	2	2	1	7	1	-3	-3
CC(=O)Nc1ccc(CN2CCC(n3nccc3NC(=O)CCc3ccccc3)CC2)cc1	-5	4	-60	21	4	-3	1	0	5	-8
Cc1cc(C)c(C#N)c(SCS(=O)Cc2ccc(Cl)cc2)n1 (stereo not drawn)	4	12	2	11	28	0	-3	4	2	-2
CCOC(=O)C(NS(=O)(=O)c1ccc(C)cc1)(C(F)(F)F)P(=O)(OCC(C)C)OCC(C)C (stereo not drawn)	4	-4	-10	-3	-9	-1	8	0	-2	-4
CCOc1ccccc1N(CC(=O)NC(C)(C)C)C(=O)c1ccc(CN2CCOCC2)o1	-3	1	-25	-15	-6	-2	2	8	6	0
O=C(Nc1ccccc1)N1CCC(C(=O)N(Cc2ccco2)Cc2cccs2)CC1	-4	6	3	13	-4	1	0	-6	3	-2
Cc1ccc(N2CCN(C(=O)C3CCC(=O)N(Cc4ccc(Cl)cc4)C3)CC2)c(C)c1 (stereo not drawn)	4	8	-12	14	-2	2	0	.	-6	.
O=C(O)/C=C/C(=O)c1c(-c2ccccc2)[nH]c2ccccc12	0	11	-39	3	13	6	0	-2	-8	-2
CCOc1ccc(C2C(C#N)=C(N)N(c3sc4c(c3C#N)CCCC4)C3=C2C(=O)CCC3)cc1 (stereo not drawn)	5	9	-8	25	-4	-1	3	1	-3	0
CCn1c(C(=O)N2CCCC(C(=O)O)C2)cc2sccc21 (stereo not drawn)	1	-6	-32	16	8	3	-2	-10	-3	-1
CN(c1ccc(C(=O)N2CCN(c3ccc(F)cc3)CC2)cc1)S(C)(=O)=O	4	4	1	2	11	-1	1	-11	3	-3
Cc1nnsc1-c1c(C(=O)N2CCOCC2)c(C)nn1-c1ccc(Cl)cc1	-5	-3	3	12	7	0	3	6	-2	1
CN1CC(=O)N(CC(=O)Nc2cccc(S(=O)(=O)N3CCOCC3)c2)C1=O	0	3	-39	1	31	4	8	0	-5	1
Cc1[nH]c2ccc(C(=O)N3CCN(Cc4ccccc4)CC3)cc2c1C	2	2	-40	-1	-2	-4	2	5	-6	1
c1ccc(-c2ccccc2OCCCCN2CCCCC2)cc1	1	0	-28	3	12	3	0	7	-1	-1
Cc1cc(C)c(OCC(=O)Nc2ccc(S(=O)(=O)N3CCCC3)cc2)c(C)c1	.	4	.	37	-10	.	1	3	-4	-2
